# CSN inh: inhibitors of CSN-mediated cullin deneddylation, primary screen, biochemical, fluorescence polarization, uHTS | COP9 signalosome complex subunit 5 (Homo sapiens), Q92905 | Purified CSN, SCF-Nedd8-OG deneddylation | inhibition, % at 12.5 µM | 360,000 tested, 0.38% active;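 active = pattern-corrected inhibition above about 35%, with an unprinted fluorescence ratio check between 0.5 and 1.5, limit read from the data, passing the limit was not always enough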;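 note: 0% = enzyme with substrate and 100% = substrate without enzyme; some results filed as inactive read as strong as hits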
# Target sequence (Q92905 whole entry, looked up, one chain of several): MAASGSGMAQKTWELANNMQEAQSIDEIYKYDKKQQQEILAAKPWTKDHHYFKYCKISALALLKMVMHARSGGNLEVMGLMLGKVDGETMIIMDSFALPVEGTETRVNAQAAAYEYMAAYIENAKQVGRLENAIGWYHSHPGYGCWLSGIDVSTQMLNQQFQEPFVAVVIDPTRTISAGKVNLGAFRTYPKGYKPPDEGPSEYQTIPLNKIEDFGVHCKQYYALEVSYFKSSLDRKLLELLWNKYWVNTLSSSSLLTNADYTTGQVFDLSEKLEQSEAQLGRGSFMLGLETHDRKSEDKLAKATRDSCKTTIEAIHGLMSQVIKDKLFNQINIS
#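 Schedule: reaction 90 min, room temperature / Assay system: HEK293T-derived human Csn5 enzyme / Input: Csn5 at 0.24 nM final / Measure: inhibition of Csn5 cleavage, % / Control set: substrate-only high control, full reaction low control / Technique: fluorescence polarization of the substrate / Buffer or medium: Tris/NaCl/DTT buffer, pH 7.5 / Reagent: SCFSkp2-Nedd8OG substrate at 10 nM final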
# Rpn11 block: Rpn11 (PSMD14) deubiquitinase inhibitors, primary screen, biochemical, fluorescence polarization, uHTS | 26S proteasome non-ATPase regulatory subunit 14 (Homo sapiens), O00487 | human 26S proteasome, Ub4-pepOG fluorescence polarization; 20S core pre-blocked with epoxomicin | calls only at 20 µM | 360,000 tested, 0.59% active | AID 588493, 2011;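 active = inhibition at 20 µM, scaled to each plate's controls, above about 33%, limit read from the data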
# Target sequence (O00487 whole entry, looked up): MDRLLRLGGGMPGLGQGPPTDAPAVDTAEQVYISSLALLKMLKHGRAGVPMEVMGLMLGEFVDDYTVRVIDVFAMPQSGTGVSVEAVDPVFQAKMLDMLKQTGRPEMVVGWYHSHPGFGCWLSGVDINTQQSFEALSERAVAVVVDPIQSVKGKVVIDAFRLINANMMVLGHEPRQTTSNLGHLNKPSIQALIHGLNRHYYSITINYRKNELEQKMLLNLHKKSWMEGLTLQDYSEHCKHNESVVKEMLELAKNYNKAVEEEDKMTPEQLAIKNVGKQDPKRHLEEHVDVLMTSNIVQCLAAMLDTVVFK
# MsrA inhibitor: bovine MsrA enzyme inhibitors, primary screen, biochemical, absorbance, HTS. AID 651718, 2012. Methionine sulfoxide reductase A (Bos taurus). inhibition, % at 15.5 µM. 360,000 tested, 0.75% active. purified bovine MsrA, absorbance read-out; in the data active = inhibition above about 4.5%;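 note: 0% = vehicle wells with enzyme and 100% = reference inhibitor wells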
# FAS-TE inh: FAS thioesterase domain inhibitors, primary screen, biochemical, fluorescence intensity, uHTS. inhibition, % at 15 µM. 360,000 tested, 0.67% active. recombinant FAS-TE, OMFH fluorogenic substrate, fluorescence endpoint. Fatty acid synthase (Homo sapiens), P49327;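 active = compounds whose normalised, plate-corrected inhibition of enzyme fluorescence in the single-dose primary screen is 50% or more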;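 note: 0% = DMSO with enzyme and 100% = substrate without enzyme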
# E coli Lon inh: inhibitors of E. coli Lon protease, primary screen, biochemical, fluorescence polarization | P0A9M0 | purified E. coli Lon protease | inhibition, % at 7.94 µM | 360,000 tested, 0.42% active | AID 602123, 2011; in the data active = inhibition above about 13%, passing the limit was not always enough;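 note: 0% = enzyme with probe and DMSO and 100% = no enzyme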
# PABP1 MLLE inh: inhibitors of PABP1 MLLE–PAM2 peptide binding, primary screen, biochemical, fluorescence polarization, FITC-PAM2, GST-MLLE; Polyadenylate-binding protein 1 (Homo sapiens), P11940; 360,000 tested, 0.36% active; inhibition, % at 20 µM; in the data active = inhibition above about 35%, passing the limit was not always enough;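 note: plate controls were DMSO wells with GST-MLLE for no effect and wells lacking GST-MLLE protein for full effect; some results filed as inactive read as strong as hits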
# bovine MsrA act: bovine MsrA enzyme activators, primary screen, biochemical, absorbance, HTS; Methionine sulfoxide reductase A (Bos taurus); 360,000 tested, 0.3% active; AID 602163, 2012; activation, % at 10.6 µM; purified bovine MsrA, absorbance read-out; in the data active = activation above about 7.5%;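 note: 0% = vehicle and 100% = reference activator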
# Rin1 Abl inh: inhibitors of Rin1-Abl protein binding, primary screen, biochemical, TR-FRET; Tyrosine-protein kinase ABL1 (Homo sapiens) + Ras and Rab interactor 1 (Homo sapiens), …; inhibition, % at 7.35 µM; 360,000 tested, 0.4% active; AID 588664, 2011; in the data active = inhibition above about 5%, passing the limit was not always enough
# MT1-MMP act inh: blockers of MT1-MMP proenzyme processing, primary screen, HT1080 RFP-PRO-GFP cells, GFP/RFP fluorescence | Matrix metalloproteinase-14 (Homo sapiens), P50281 | GFP/RFP ratio fluorescence, overnight; percent of plate control window, DMSO zero | GFP/RFP ratio change, % at 20 µM | 360,000 tested, 0.061% active;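 active = GFP/RFP ratio change of at least 30% with cell ATP level not reduced by more than half and red fluorescence within 50% of control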; note: strong numbers were not always called active
#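 Material: RFP-PRO-GFP reporter HT1080 cells. Dosing: single-point 20 µM compound, 1% DMSO. Controls: DMSO and RFP-L50D-GFP cell wells. Timing: cells overnight before dosing, compound overnight, 37 °C, 5% CO2. Measure: GFP/RFP fluorescence ratio.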
# An asterisk follows results filed as active; i = inactive. Rows were taken by chance. About 3.7% of those tested had a hit in this group.
SMILES,CSN inh,Rpn11 block,MsrA inhibitor,FAS-TE inh,E coli Lon inh,PABP1 MLLE inh,bovine MsrA act,Rin1 Abl inh,MT1-MMP act inh
Cc1ccc(N(CC(=O)Nc2cccc(C)c2)S(=O)(=O)c2cccc3nonc23)cc1,2,i,3.5,18,2,-2,-3,1,-8
O=S(=O)(c1ccc(-n2cnnn2)cc1)N1CCNCC1,0,i,1.5,-3,-4,1,-3,1,-4
CC1(C)OC(=O)C(=CNn2cnc3ccccc3c2=O)C(=O)O1,0,i,2.0,-5,5,4,-2,-1,0
O=C1CC(c2ccccc2Cl)CC(O)=C1C=Nc1ccccc1 (stereo not given),1,i,1.6,20,-12,-2,-3,1,5
CC(C)NC(=O)C1(C)Cc2c(-c3cccc(C(N)=O)c3)ccnc2O1 (stereo not given),1,i,-1.2,-8,-2,21,-4,1,2
CCc1ccccc1NC(=O)CN(C)C(=O)c1cccc(S(=O)(=O)N2CCCCCC2)c1,-4,i,-0.3,-4,0,2,-1,1,3
NC(=O)C(c1ccccc1)c1ccc(C(=O)c2ccccc2)cc1 (stereo not given),1,i,0.4,-2,-6,7,3,2,-3
C=Cc1ccc(Cn2c(C)c(C(=O)NCc3ccccc3C(F)(F)F)sc2=O)cc1,-5,i,1.5,23,-9,12,-3,2,-4
N#CC1(Nc2ccc(-c3ccc(NC4(C#N)CCCC4)cc3)cc2)CCCC1,4,i,2.5,10,-9,-22,-1,1,4
Cc1cc(C)c2cc(C(=O)N3CCC(N4CCCCC4)CC3)[nH]c2c1,-2,i,-0.9,-5,-8,-15,-4,2,1
O=Cc1cccn1Cc1ccc(Cl)cc1Cl,-2,i,-1.4,8,3,5,-5,-5,-5
c1ccc(-n2nnnc2SCc2cccc(CSc3nnnn3-c3ccccc3)n2)cc1,4,i,-1.0,18,-9,2,4,1,2
c1csc(-c2nc3nc4ccccc4nc3n2Cc2ccc3c(c2)OCO3)c1,3,i,0.5,26,5,-1,-6,-2,-12
CC(C)(Oc1ccc(Cl)cc1)C(=O)NCc1ccc(S(N)(=O)=O)cc1,-2,i,-0.4,-2,0,-1,-2,0,-2
O=C(CN1C(=O)/C(=C\c2cccs2)SC1=S)Nc1cccc(C(=O)O)c1,2,i,-1.1,-10,-3,12,0,-3,5
COc1ccc(NC(=O)C2CCCN(S(=O)(=O)c3ccc4c(c3)oc(=O)n4C)C2)c(OC)c1 (stereo not given),0,i,-0.2,-2,-8,0,-6,2,1
COc1cc(OC)c(OC)cc1CN1CCCC(C(=O)c2ccccc2SC)C1 (stereo not given),-4,i,0.9,-4,-4,5,-2,-1,4
CC1(C)CCCN(C(=O)c2ccc3c(c2NCCO)C(=O)c2ccccc2C3=O)C1,-2,i,1.1,35,0,2,0,-15,40*
NCCNC(=O)c1c(NC(=O)c2ccccc2)sc2c1CCCC2,-1,i,0.9,-7,-6,-73,-1,2,-3
COc1cc(OC)c(-c2nc(-c3ccncc3)no2)cc1OC,4,i,2.3,-7,-5,-8,2,-4,-1
CCC(=O)Nc1ccc(NCc2ccc(-c3ccccc3)cc2)cc1,11,i,-0.9,2,-3,-34,-2,-5,-1
Cc1ccc(OCC(=O)c2cc(C)n(CC(F)(F)F)c2C)c([N+](=O)[O-])n1,-2,i,-0.5,1,10,-5,-14,4,4
CN(C)CCCNC(=O)c1ccc(-c2nc(-c3ccc(Cl)cc3)cs2)cc1,13,i,1.4,-6,0,-11,8.3*,-9,-10
O=C(c1nc2ccccn2c1CNCCCn1nnc2ccccc21)N1CCOCC1,3,i,-0.7,-8,-5,13,-3,1,-3
CC(NC(=O)c1cccs1)C(c1cccs1)N1CCOCC1 (stereo not given),3,i,0.4,-8,-7,-2,-2,-2,1
COc1ccc(CC(=O)NC2CCN(CC(=O)N3CCCc4ccccc43)CC2)cc1OC,-2,i,0.5,-6,-8,-4,-12,1,-2
Cc1ccnc(NC(=O)CNC(=O)COc2ccccc2)c1,7,i,1.1,-6,1,12,-8,0,2
CCOC(=O)CSc1nc2ccccc2c(=O)n1CC1CCCC1,8,i,1.7,13,3,-10,-10,2,0
Cc1ccc(C(=O)C(C)OC(=O)CNC(=O)c2ccc(Br)o2)cc1 (stereo not given),-1,i,-0.5,-5,-6,5,-1,3,5
CCOC(=O)C1(CCc2ccccc2)CCN(C(=O)C2=C(C)OCCO2)CC1,-14,i,0.6,2,-9,-3,0,2,1
CCC(=O)N/N=C/c1ccc(-c2ccc([N+](=O)[O-])cc2)o1,2,i,2.0,2,1,-13,-10,0,2
CCCCn1c(N)c(N(CCC(C)C)C(=O)c2[nH]c(C)c(C(=O)OCC)c2C)c(=O)[nH]c1=O,-5,i,-0.9,-3,5,-34,-1,2,2
Cc1ccc(CSCC(=O)NN=C2CCN(C)CC2)cc1,3,i,1.2,-9,0,15,-1,-1,-1
CN(C(=O)COC(=O)CNC(=O)c1ccc(Cl)cc1Cl)c1ccccc1,-1,i,0.0,-3,3,3,-4,-1,1
O=C(Nc1ccccc1)c1ccc(-c2ccc(F)cc2)s1,-4,i,0.4,-2,-3,-10,-7,2,5
O=C(CCNS(=O)(=O)c1ccccc1C(F)(F)F)NCC(c1ccco1)N1CCCCC1 (stereo not given),0,i,0.2,-4,9,0,0,0,2
N#Cc1nc(-c2ccccc2Cl)oc1N1CCOCC1,3,i,1.4,25,-2,0,-8,0,-3
C/C(O)=C(/N=O)C(=O)Nc1ccccc1,2,i,-1.0,-17,3,-7,-3,1,3
CC(=N)c1c(O)cc(C)oc1=O,-1,i,-0.4,-8,-12,8,-3,0,0
COc1ccc(C2CC2/C(C)=N/OC(=O)C2CC2)cc1 (stereo not given),-1,i,-0.2,1,1,12,-11,1,1
O=C(CC1C(=O)NCCN1Cc1c(F)cccc1Cl)NCCCOc1cccnc1 (stereo not given),-2,i,-0.4,-4,6,12,-9,14*,0
COc1ccc(C(=O)c2oc3ccc(OC)cc3c2N)cc1,3,i,1.9,13,-15,1,-3,1,-6
CCCCc1noc(-c2c(-c3ccccc3Cl)noc2C)n1,-2,i,1.6,19,-8,0,-3,4,-2
O=C(NCc1ccccc1Br)c1ccncc1,4,i,-0.7,-5,3,-2,-2,-2,-5
Cc1cn(C2CC(OC(=O)C(C)C)C(CO)O2)c(=O)[nH]c1=O (stereo not given),0,i,-0.3,-7,-9,2,-1,2,-1

# Overlap with the part before: two entries; new compounds follow.
SMILES,CSN inh,Rpn11 block,MsrA inhibitor,FAS-TE inh,E coli Lon inh,PABP1 MLLE inh,bovine MsrA act,Rin1 Abl inh,MT1-MMP act inh
O=C(NCc1ccccc1Br)c1ccncc1,4,i,-0.7,-5,3,-2,-2,-2,-5
Cc1cn(C2CC(OC(=O)C(C)C)C(CO)O2)c(=O)[nH]c1=O (stereo not given),0,i,-0.3,-7,-9,2,-1,2,-1
COc1cc(C(=O)NCc2nnc(SCC(=O)NC3CCCCC3)o2)cc(OC)c1OC,-4,i,-0.6,-4,-3,-4,-1,2,2
N#Cc1nc(COc2ccccc2)oc1N1CCN(c2cccc(Cl)c2)CC1,-2,i,2.2,28,-1,5,-1,-1,-1
Cc1ccc(N/C=C(\C#N)c2ccc(OCCCF)cc2)cc1,-1,i,0.1,26,1,-4,-5,-1,-3
COc1ccc(CC(=O)OCc2cc3ccccc3[nH]c2=O)cc1,1,i,2.0,-5,-9,10,2,-2,3
Cc1nc2oc3c(NCc4ccccc4)ncnc3c2c2c1COC(C)(C)C2,1,i,2.0,4,1,4,1,4,7
O=C(c1ccc(F)cc1)N1CCOCC1,-11,i,-0.2,-4,0,9,-1,3,-1
O=C(NCCc1ccccc1)c1cc(-c2ccncc2)nc2ccc(S(=O)(=O)N3CCOCC3)cc12,-3,i,-0.6,-6,-4,-4,-2,-1,-1
O=C(CCC1CCN(C(=O)C2CC=CCC2)CC1)Nc1ccccc1 (stereo not given),-3,i,-0.4,-3,0,2,-2,-3,3
CCCCNC(=O)c1ccc(CS(=O)(=O)c2cccc(C(F)(F)F)c2)o1,4,i,-0.7,-2,-3,-9,0,-5,2
COc1ccc(CNC(=O)CN2C(=O)CSc3ccc(S(=O)(=O)N4CCOCC4)cc32)c(OC)c1,4,i,-0.5,-1,-5,5,0,-1,-4
COC(=O)c1cnn(-c2cc(Oc3cccc(C)c3)ncn2)c1N,3,i,-1.0,8,0,-2,3,-2,3
CN1CCN(C(=O)C2CCN(c3ncnc4c3nc3n4CCCCC3)CC2)CC1,4,i,0.0,-5,-10,-2,-1,2,1
O=P(NCc1ccccc1)(OCc1ccccc1)OCc1ccccc1,-4,i,-0.9,7,0,10,1,3,6
CC1CC(C)CN(CC(O)COCc2ccccc2)C1 (stereo not given),0,i,0.2,0,3,7,-3,-1,-4

# Grouped by structure, those above containing an aryl methoxy group (9)
SMILES,CSN inh,Rpn11 block,MsrA inhibitor,FAS-TE inh,E coli Lon inh,PABP1 MLLE inh,bovine MsrA act,Rin1 Abl inh,MT1-MMP act inh
COc1ccc(NC(=O)C2CCCN(S(=O)(=O)c3ccc4c(c3)oc(=O)n4C)C2)c(OC)c1 (stereo not given),0,i,-0.2,-2,-8,0,-6,2,1
COc1cc(OC)c(OC)cc1CN1CCCC(C(=O)c2ccccc2SC)C1 (stereo not given),-4,i,0.9,-4,-4,5,-2,-1,4
COc1cc(OC)c(-c2nc(-c3ccncc3)no2)cc1OC,4,i,2.3,-7,-5,-8,2,-4,-1
COc1ccc(CC(=O)NC2CCN(CC(=O)N3CCCc4ccccc43)CC2)cc1OC,-2,i,0.5,-6,-8,-4,-12,1,-2
COc1ccc(C2CC2/C(C)=N/OC(=O)C2CC2)cc1 (stereo not given),-1,i,-0.2,1,1,12,-11,1,1
COc1ccc(C(=O)c2oc3ccc(OC)cc3c2N)cc1,3,i,1.9,13,-15,1,-3,1,-6
COc1cc(C(=O)NCc2nnc(SCC(=O)NC3CCCCC3)o2)cc(OC)c1OC,-4,i,-0.6,-4,-3,-4,-1,2,2
COc1ccc(CC(=O)OCc2cc3ccccc3[nH]c2=O)cc1,1,i,2.0,-5,-9,10,2,-2,3
COc1ccc(CNC(=O)CN2C(=O)CSc3ccc(S(=O)(=O)N4CCOCC4)cc32)c(OC)c1,4,i,-0.5,-1,-5,5,0,-1,-4

# Compound activity: PubChem, several laboratories
